JMJD2A Tudor – qHTS Assay for Inhibitors of JMJD2A-Tudor Domain; AlphaScreen JMJD2A-Tudor / H3K4me3 peptide binding; Potency, µM (doses to about 114 µM), for inactives: at the top dose activity change, negative = inhibition, most hits filed as inhibitors; 390,000 compounds, 4.4% hits; AID 504339, 2011; further: potency means the concentration at half of the fitted maximal effect; on the % scale 0 is the no-effect control and ±100 the full control effect; nearly all actives have a fitted effect of over 50% in size
G9a block – qHTS Assay for Inhibitors of Histone Lysine Methyltransferase G9a. Potency, µM (titrated, usually from 102 µM), inactives show top-dose activity, negative = inhibition, actives largely listed as inhibitors. Histone-lysine N-methyltransferase EHMT2 (Homo sapiens), Q96KQ7. G9a H3K9 monomethylation, AlphaScreen, 2 h. 350,000 compounds, 8.8% hits; further: potency means the concentration at half of the fitted maximal effect; on the % scale 0 is the no-effect control and ±100 the full control effect; nearly all actives have a fitted effect of over 75% in size
Target sequence (Q96KQ7 913-1193 limits assumed): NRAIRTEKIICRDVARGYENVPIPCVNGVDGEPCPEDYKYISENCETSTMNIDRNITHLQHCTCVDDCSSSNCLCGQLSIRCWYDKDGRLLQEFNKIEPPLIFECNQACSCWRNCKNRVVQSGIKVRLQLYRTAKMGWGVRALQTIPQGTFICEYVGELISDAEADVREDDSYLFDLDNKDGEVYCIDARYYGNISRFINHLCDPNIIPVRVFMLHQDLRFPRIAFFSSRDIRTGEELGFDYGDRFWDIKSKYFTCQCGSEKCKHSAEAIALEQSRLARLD
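Compounds were preincubated with 20 nM G9a for 15 min, after which biotinylated H3K9 peptide (500 nM) and SAM (20 uM) started a 2 h room-temperature reaction. Monomethylated product was quantified by antibody-based AlphaScreen chemiluminescence.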
ERG-DNA inh – qHTS for Small Molecule Inhibitors of the ERG Ets/DNA interaction; fluorescence polarization, His-ERG Ets domain / labelled DNA; 370,000 compounds, 0.028% hits; Potency, µM (top dose mostly 76.9 µM), for the others: top-dose FP activity, negative = inhibition, usual class: inhibitors; Transcriptional regulator ERG (Homo sapiens), P11308; AID 624246, 2012; active means well fitted inhibition curve with a large enough effect in the polarisation, with a control signal flat; inconclusive means small, poorly fitted or top-dose-only effect, or effect the other way, or a change in a side signal; inactive means no such curve, though single readings can be large or run the other way; the % refers to the polarisation;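 further: polarization taken with two DNA probes labelled with fluorescein and Texas red; potency means the concentration at half of the fitted maximal effect; % of control where 0% means no effect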
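His-tagged ERG Ets domain (1 uM in the protein solution; 300mM KCl, 50mM Tris-HCl, 1mM EDTA, 1mM DTT, pH 7.5) received compound, then a probe mix of 5 nM fluorescein-DNA and 100nM Texas-615-DNA. Fluorescence polarization was read for both dyes.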
PI4K2A block – qHTS for small molecular inhibitors of PI4K2A; Phosphatidylinositol 4-kinase type 2-alpha (Homo sapiens), Q9BTU6; purified PI4K2A, ADP-Glo luminescence, 1 h; hits give low values; activity change, negative = inhibition, % at 76.9 µM; 420,000 compounds, 0.13% hits; in the data active means activity change below about -50%; inconclusive means mostly about -30% to -49%;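 further: -100% = wells without enzyme as full effect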
Target sequence (Q9BTU6 whole entry, looked up): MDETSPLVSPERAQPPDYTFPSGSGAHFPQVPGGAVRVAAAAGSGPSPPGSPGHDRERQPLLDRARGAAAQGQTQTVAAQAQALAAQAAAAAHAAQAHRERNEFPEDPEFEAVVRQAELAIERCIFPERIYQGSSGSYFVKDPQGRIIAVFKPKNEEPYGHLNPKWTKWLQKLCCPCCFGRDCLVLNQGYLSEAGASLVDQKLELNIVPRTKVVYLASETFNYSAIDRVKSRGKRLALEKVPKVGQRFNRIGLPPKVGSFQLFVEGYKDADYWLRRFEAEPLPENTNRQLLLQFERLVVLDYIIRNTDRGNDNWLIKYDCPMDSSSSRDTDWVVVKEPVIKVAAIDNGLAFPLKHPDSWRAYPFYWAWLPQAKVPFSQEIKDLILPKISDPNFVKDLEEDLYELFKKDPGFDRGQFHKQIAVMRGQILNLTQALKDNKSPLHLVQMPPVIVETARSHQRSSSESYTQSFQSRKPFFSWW
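ADP-Glo luminescence measured ADP generated by PI4K2A enzyme (4 ug/mL before mixing) with 1.2 mM PI substrate (pre-mix) and 300 microM ATP (pre-mix). Tris pH7.5 buffer with MgCl2, Triton X-100; 1 h reaction at ambient temperature.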
GLS inhibitor – qHTS for Inhibitors of Glutaminase (GLS) | Glutaminase kidney isoform, mitochondrial (Homo sapiens), O94925 | Potency, µM (highest dose often 45.5 µM), inactives show top-dose activity change, negative = inhibition, usual class: inhibitors | 410,000 compounds, 0.21% hits | GLS enzymatic activity, qHTS titration | AID 624170, 2012; further: potency means the concentration at half of the fitted maximal effect; on the % scale 0 is the no-effect control and ±100 the full control effect
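Glutamate formation by hKGA was monitored fluorometrically using coupled glutamate oxidase, HRP and Amplex Red. Substrate was added as 1 mM L-glutamine solution; incubation was 30 min at RT after an initial read.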
12-LOX inh – Primary qHTS assay for inhibitors of human arachidonate 12S-lipoxygenase (ALOX12): Round 2 | Polyunsaturated fatty acid lipoxygenase ALOX12 (Homo sapiens), P18054 | Potency, µM (highest dose often 108 µM), inactives show at the top dose activity change, negative = inhibition, most hits filed as inhibitors | 580,000 compounds, 1.1% hits | purified 12hLO, xylenol orange hydroperoxide absorbance | AID 1671190, 2021; further: potency means the concentration at half of the fitted maximal effect; on the % scale 0 is the no-effect control and ±100 the full control effect
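Purified human 12hLO (150 nM final) in 25 mM Hepes, 0.01% Triton X-100, pH 7.0 was preincubated 15 min at room temperature with compound. Then 40 uM arachidonic acid was added, 30 min. Hydroperoxide was read by Fe-XO absorbance ratio 573/405 nm.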
HP1b chromo inh – HTS for Inhibitors of HP1-beta Chromodomain Interactions with Methylated Histone Tails; Potency, µM (doses to about 114 µM), without a hit: at the highest dose activity change, negative = inhibition, hits mostly inhibitors; AID 540317, 2011; 390,000 compounds, 0.56% hits; Chromobox protein homolog 1 (Homo sapiens), P83916; AlphaScreen HP1-beta / biotin-H3K9me3 peptide binding; further: potency means the concentration at half of the fitted maximal effect; nearly all actives have a fitted effect of over 70% in size; inactives centre near 23
Target sequence (P83916 whole entry, looked up): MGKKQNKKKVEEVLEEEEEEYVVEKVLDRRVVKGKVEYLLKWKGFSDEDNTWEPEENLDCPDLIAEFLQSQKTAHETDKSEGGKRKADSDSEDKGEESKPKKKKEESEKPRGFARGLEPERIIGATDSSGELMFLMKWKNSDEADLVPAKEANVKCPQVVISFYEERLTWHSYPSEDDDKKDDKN
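HP1-beta protein (50 nM final) preincubated 30 min at room temperature with biotinylated H3(1-18)K9me3 peptide (50 nM) in PBS pH 7.4, 0.01% Tween-20, then compound added for 30 min. AlphaScreen streptavidin donor/nickel chelate acceptor beads (10 ug/mL final), 30 min dark, luminescence read.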
RGS4 inh – Inhibitors of Regulator of G Protein Signaling (RGS) 4: qHTS. Potency, µM (titrated, usually from 114 µM), without a hit: at the highest dose activity change, negative = inhibition, usual class: inhibitors. 390,000 compounds, 0.039% hits. Transcreener GDP fluorescence polarization, RGS4-accelerated GTP hydrolysis. AID 504845, 2011; further: potency means the concentration at half of the fitted maximal effect; on the % scale 0 is the no-effect control and ±100 the full control effect; nearly all actives have a fitted effect of over 75% in size; some results filed as inactive show a strong effect at the top dose
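MLSMR compounds (23 nl, pin-transferred) preincubated 10 min at room temperature with a 500nM (2x) first reagent, then RGS4 at 900nM (2x) plus Transcreener GDP mix added; fluorescence polarization (620/688 nm) read before and after 90 min at 30 °C.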
BAZ2B inh – qHTS Assay for Inhibitors of BAZ2B | Potency, µM (top dose mostly 114 µM), for the others: at the highest dose activity change, negative = inhibition, hits mostly inhibitors | AID 504333, 2011 | AlphaScreen BAZ2B-H3K14Ac peptide displacement | 360,000 compounds, 4.4% hits | Bromodomain adjacent to zinc finger domain protein 2B (Homo sapiens), Q9UIF8; further: potency means the concentration at half of the fitted maximal effect; on the % scale 0 is the no-effect control and ±100 the full control effect; nearly all actives have a fitted effect of over 60% in size
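In this displacement format the biotinylated H3(5-23) peptide acetylated at Lys14 serves as ligand at 50 nM, with BAZ2B at 50 nM in PBS pH 7.4 containing 0.01% Tween-20. Donor and acceptor beads are 10 ug/mL final.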
* marks the source's active call; other numbers are inactive results; ? = inconclusive; . = no result given; [ ] = dose if it differs, or a comment. Unless noted, the call rests on the fitted dose curve; in most records, active means well fitted curve in the direction sought with a large enough effect; inconclusive means small, poorly fitted or top-dose-only effect, or another doubt; inactive means no such curve, though single readings can be large; an effect the other way counts as inactive or inconclusive. Some of the compounds tested (hit frequency here may not be typical).

SMILES	JMJD2A Tudor	G9a block	ERG-DNA inh	PI4K2A block	GLS inhibitor	12-LOX inh	HP1b chromo inh	RGS4 inh	BAZ2B inh
O=C(NCCc1ccccc1)C(c1ccccc1)N(C(=O)c1csnn1)C1CC1 (stereo unspecified)	-12%	10%	-3%	2	1%	-12%	7%	4%	5%
O=P(COCCOCCOCP(=O)(c1ccccc1)c1ccccc1)(c1ccccc1)c1ccccc1	-19%	6%	0%	1	-4%	3%	32%	3%	8%
COc1ccccc1NS(=O)(=O)c1cccc(C(=O)OCC(=O)NC2CC2)c1	2%	6%[2.33 µM]	-2%	-3	-3%	3%	21%	-9%	-2%
O=C(CSc1ccc([N+](=O)[O-])cc1)NNC(=O)c1ccccc1F	-23%	50µM*	-13%	3	-6%	-9%	5%	-35%	-17%
O=C(NCCc1ccc(F)cc1)Nc1ccc([N+](=O)[O-])cc1	-25%	?	4%	-2	-3%	60%[activator]	20%	5%	-21%
CN(c1ccccc1)S(=O)(=O)c1cccc(NC(=O)c2cncc(Br)c2)c1	-24%[11.4 µM]	-14%	6%	-3	11%	1%	28%	25%[11.4 µM]	-27%
CCCCn1nc(C(=O)Nc2c(C)n(C)n(-c3ccccc3)c2=O)c2ccccc2c1=O	-11%	-9%[59 µM]	-6%	0	-2%	-17%	32%	7%	-6%
O=S(=O)(NCc1ccco1)N1CCOCC1	-4%	0%[59 µM]	-4%	-7	-12%	489%[activator]	29%	-9%	-2%
C[C@@H]1CN(C(=O)c2nc3ccc(Cl)cn3c2CNCC[C@@H]2C[C@@H]3C=C[C@H]2C3)C[C@H](C)O1	-18%	.	-1%	9	6%	1%	8%	-18%	9%
COC(=O)c1ccccc1NC(=O)c1ccc(COc2ccc(C)c(C)c2)o1	33%	24%	-7%	-2	-2%	-1%	81%[activator]	11%	0%[57.1 µM]
Cc1cccc(NC(=O)c2oc3ccccc3c2NC(=O)Cc2coc3c(C)c(C)ccc23)c1	2%	-1%[59 µM]	-3%	0	3%	4%	20%	-22%	0%
S=C(Nc1ccccc1)N1CCC(Cc2ccccc2)CC1	-18%	2%	0%	2	0%	0%	16%	-19%	-39%
CCN(c1ccc(OC)cc1)S(=O)(=O)c1nnc(NC(=O)C(C)C)s1	1%	3%	-3%	13	3%	1%	38%	8%[56.9 µM]	0%
CCOCCCN(C(=O)c1ccco1)C(C(=O)NC1CCCC1)c1cccc(OC)c1OC (stereo unspecified)	-14%	-1%[59 µM]	3%	3	5%	-12%	19%	9%	.
CSc1ncccc1C(=O)OCC(=O)c1cc2ccccc2o1	2%	?	-7%	3	-3%	-25%	34%[activator]	-16%	2%
O=C(/C=C/c1ccncc1)c1cc(Cl)ccc1O	35µM*	22µM*	19%	-4	0%	6%	?	25%	45µM*
Cc1cc(C(=O)Nc2ccncc2)c2ccccc2n1	-9%	.	1%	1	-2%	.	37%	2%	?
COc1ccc(CNC(=O)CSc2nc3ccc(C)cc3[nH]2)cc1OC	-6%	-43%	4%	-1	-8%	-28%	9%	-1%	-19%
COC(=O)c1c(NC(=O)COC(=O)c2ccc(Cl)cc2[N+](=O)[O-])sc2c1CCCCC2	-14%	8%[59 µM]	2%	3	0%	-23%	21%	-28%	-12%
CCOC(=O)c1c(NC(=O)C2CCCCC2)sc2c1CCN(CC)C2	-31%	.	-3%	-5	1%	-9%	26%	16%	-1%
CC(=O)OC1CC(c2cc(C(C)(C)C)c(O)c(C(C)(C)C)c2)=NO1 (stereo unspecified)	-12%[11.4 µM]	27%[12.7 µM]	-2%	4	-13%	0%	49%[activator]	15%[11.4 µM]	2%
COc1ccccc1[C@@H]1C(c2ccc(F)cc2)=NN(c2ccccc2)[C@H]1C(=O)N1CCOC1=O	18%	72%[activator][59 µM]	-2%	2	-1%	-8%	63%[activator]	-14%	-3%
O=C(NC1CCCCC1)C1CCCN(S(=O)(=O)c2cccc3cccnc23)C1 (stereo unspecified)	-6%	9%	0%	-1	-1%	2%	41%[activator]	-2%	0%
Cc1cccc(NC(=S)NCC(c2cccnc2)N2CCOCC2)c1C (stereo unspecified)	-4%	15%	-10%	4	8%	-11%	14%	-1%	-4%
CC1CC(=O)c2cn3c(nc2C1)nc1ccccc13 (stereo unspecified)	-8%	-3%	-2%	-5	-1%	-32%	15%	-1%	?
c1ccc(COc2cccc(CNCc3cccnc3)c2)cc1	?	?	11%	-1	-10%	?	19%	-4%	50µM*
CC(NC(=O)CCc1ccc(S(=O)(=O)NC2CCCCC2)cc1)c1ccccc1 (stereo unspecified)	-7%	10%[2.33 µM]	-13%	-3	-1%	23%	35%	12%	-6%
OCC1(Cc2cccc(Cl)c2)CCCN(Cc2sc(N3CCCC3)nc2Cl)C1 (stereo unspecified)	-31%	-49%	7%	-2	0%	8%	5%	-18%	?
O=C(CSCc1c(Cl)cccc1Cl)NN=C1CCCC1	-12%	-1%	-2%	8	4%	-1%	6%	-28%	-24%
CCn1c(C)cs/c1=N\S(=O)(=O)c1ccccc1	-11%	-47%[2.33 µM]	-23%	-4	-15%	7%	39%[activator]	10%	9%

As entered above:
COc1ccccc1[C@@H]1C(c2ccc(F)cc2)=NN(c2ccccc2)[C@H]1C(=O)N1CCOC1=O in JMJD2A Tudor reads 18%
CC1CC(=O)c2cn3c(nc2C1)nc1ccccc13 (stereo unspecified) in JMJD2A Tudor reads -8%

Following part
SMILES	JMJD2A Tudor	G9a block	ERG-DNA inh	PI4K2A block	GLS inhibitor	12-LOX inh	HP1b chromo inh	RGS4 inh	BAZ2B inh
CC(=O)c1ccc(NC(=O)CSc2n[nH]c(-c3cccnc3)n2)cc1	-9%	-11%	-5%	-1	0%	-13%	12%	14%	-4%
COC(=O)C1CC(O)CN1C(=O)NC1CCCCC1 (stereo unspecified)	-17%	2%[12.7 µM]	11%	1	4%	-13%	22%	11%	?
CN(CC(=O)N1CCN(Cc2ccccc2)CC1)C(=O)Cc1cccc2ccccc12	-12%	?	.	-2	-11%	-1%	33%[activator]	-37%	-2%
CCn1c(=O)n(-c2ccc(F)cc2)c(=O)c2sc3ccccc3c21	-13%	1%[59 µM]	0%	-3	0%	-6%	58%[activator]	-2%	4%
Cc1ccc(S(=O)(=O)N2CCOCC2)cc1C(=O)OCC(=O)Nc1ccc2c(c1)OCO2	-14%	0%[59 µM]	3%	1	3%	-16%	7%	-18%	-10%
CCCCn1c(=N)n(CC(O)COc2cccc(C)c2)c2ccccc21 (stereo unspecified)	-9%	3%[59 µM]	-5%	-6	-3%	-13%	23%	6%	0%
CC(C)CC(=O)Nc1ccc(S(=O)(=O)NCc2ccco2)cc1	-24%	18µM*	-5%	0	-11%	0%	23%	-5%	-38%
COc1cc(OC)c(C2SCCN2S(=O)(=O)c2ccc(F)cc2)cc1OC (stereo unspecified)	-17%	2%[12.7 µM]	-3%	-1	-14%	0%[57.4 µM]	13%	-21%	?
COc1ccccc1C(=O)NC(=O)COC(=O)c1ccc(Cl)cc1[N+](=O)[O-]	-6%	-9%	5%	1	4%	5%	9%	-7%	9%
Cn1nnnc1Sc1ccc(C(=O)O)cc1[N+](=O)[O-]	-9%	?	12%	-1	1%	-18%	12%	-3%	-6%
O=C(NCc1ccco1)c1sc(=S)n2c1[nH]c(=O)c1ccccc12	50µM*	22µM*	-11%	-9	?	16µM*	?	-51%	?
CCCCNC(=O)CCc1nc2cccnc2n1Cc1ccc(OC)cc1	-12%	4%	10%	-2	0%	-11%	35%[activator]	-5%	?
CNC(=O)/C(C#N)=C\c1ccc(CNS(=O)(=O)c2ccccc2)o1	-10%	19%[59 µM]	-9%	5	12%	-26%	9%	10%	5%
Cc1cc(OC(=O)c2cccc(C(F)(F)F)c2)c([N+](=O)[O-])c(=O)[nH]1	-28%	?	-4%	-5	-12%	-16%	18%	19%	-10%
COCc1cc(C)nc(Nc2cc(C)ccc2C)c1C#N	20%	22%[59 µM]	.	-4	3%	2%[57.4 µM]	114%[activator]	-16%	.
O=C(Cn1ccc([N+](=O)[O-])n1)NCCc1c[nH]c2ccccc12	-12%	?	5%	-4	-1%	5%	27%	-19%	7%
Cc1c(NC(=S)NC(=O)CC(C)C)c(=O)n(-c2ccccc2)n1C	-18%	26%[59 µM]	0%	4	-8%	3%	15%	-17%[56.9 µM]	-6%
CCCCn1c(N)c(N(CCOC)C(=O)c2ccc(-c3ccc([N+](=O)[O-])cc3)o2)c(=O)[nH]c1=O	-22%	10%[12.7 µM]	-12%	4	8%	11%	-10%	-7%	?

Screening data: PubChem BioAssay, National Center for Advancing Translational Sciences (NCATS)
